Bioassay records (PubChem)
PTK2B oligo ant = blocks oligomerization of human Pyk2 in cells; Q14289; z-score (the deposit names both 25 µM and 10 µM); 99,000 compounds, 0.83% hits; Q293 cells, Pyk2 FERM NanoBiT luminescence; stronger effect = lower value;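 active = Z-score of -3 or lower, scaled per plate to the spread of control and sample wells; inactive = z-score above -3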;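 note: negative z-score means lost luminescence so less FERM oligomerization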
CYP2C19 inhib = human CYP2C19 inhibition | P33261 | inhibition, % at 5 µM | 96,000 compounds, 21% hits | CYP2C19 Supersomes, luciferin-H EGE luminescence, 30 min | AID 778;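 active = CYP2C19 inhibition above a set limit at 5 µM in the primary screen, cut at about 50% in these data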;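 note: plate controls were negative control wells for no effect and 2.5 mM tranylcypromine positive control for full effect; values of inactives mirror those of a sister screen read the other way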
Target sequence (P33261 whole entry, looked up): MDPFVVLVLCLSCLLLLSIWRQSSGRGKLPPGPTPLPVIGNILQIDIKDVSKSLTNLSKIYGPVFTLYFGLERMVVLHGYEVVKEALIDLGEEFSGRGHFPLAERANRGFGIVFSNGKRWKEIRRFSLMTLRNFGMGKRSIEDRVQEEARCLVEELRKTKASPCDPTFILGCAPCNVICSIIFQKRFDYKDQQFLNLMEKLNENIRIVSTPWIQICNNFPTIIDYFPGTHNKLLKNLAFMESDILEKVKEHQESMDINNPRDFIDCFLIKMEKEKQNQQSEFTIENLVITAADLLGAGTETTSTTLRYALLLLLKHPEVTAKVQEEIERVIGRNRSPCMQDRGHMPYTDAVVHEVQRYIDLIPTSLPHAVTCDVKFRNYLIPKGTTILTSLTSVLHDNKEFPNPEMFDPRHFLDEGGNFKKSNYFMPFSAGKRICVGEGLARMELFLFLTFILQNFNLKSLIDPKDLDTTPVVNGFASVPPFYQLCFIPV
PLAP activator = human PLAP activation; purified PLAP enzyme, luminescent substrate read-out; stronger effect = higher value; 96,000 compounds, 1.2% hits; P05187; activation fold at 20 µM; in the data active = activation fold above about 2
EphB4 antag = blocks human EphB4 binding to ephrin-B2 | 97,000 compounds, 0.15% hits | inhibition, % at 7 µM | EphB4 LBD / TNYL-RAW-Alexa532 peptide, fluorescence polarization | P54760;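 active = inhibition above the screen-wide mean inhibition plus 3 SD, cut at about 15% in these data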;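 note: 0% = DMSO wells and 100% = excess unlabeled TNYL-RAW peptide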
CYP2C9 inhib = inhibitors of human CYP2C9 | P11712 | CYP2C9 Supersomes, luciferin-H conversion, luminescence | inhibition, % at 5 µM | 96,000 compounds, 20% hits | AID 777;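 active = blocking of liver enzyme CYP2C9 beyond about 50% at 5 µM, limit read from the data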; note: values of inactives mirror those of a sister screen read the other way
Target sequence (P11712 whole entry, looked up): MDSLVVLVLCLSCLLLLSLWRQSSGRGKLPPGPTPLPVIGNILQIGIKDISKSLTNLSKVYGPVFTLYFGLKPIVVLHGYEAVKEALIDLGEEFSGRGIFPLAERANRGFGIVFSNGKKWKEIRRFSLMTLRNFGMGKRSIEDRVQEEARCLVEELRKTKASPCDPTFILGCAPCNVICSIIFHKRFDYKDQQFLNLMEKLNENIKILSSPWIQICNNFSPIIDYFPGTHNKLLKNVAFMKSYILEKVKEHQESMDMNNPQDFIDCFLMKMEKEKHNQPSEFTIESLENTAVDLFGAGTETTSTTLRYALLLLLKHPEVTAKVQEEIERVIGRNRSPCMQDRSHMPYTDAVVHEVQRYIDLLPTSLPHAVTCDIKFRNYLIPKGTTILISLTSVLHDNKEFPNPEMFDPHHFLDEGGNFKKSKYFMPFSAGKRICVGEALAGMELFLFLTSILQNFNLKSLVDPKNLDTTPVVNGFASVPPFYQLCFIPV
Ecoli WT expand = growth inhibitors of E. coli BW25113 wild type | growth inhibition, % at 100 µM | 98,000 compounds, 0.15% hits | OD600 absorbance;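 active = growth inhibition above about 50% at one test dose, limit read from the data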;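 note: growth measured after 20 h incubation at 37 °C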
PostGolgi yeast = growth inhibition of a yeast mutant, post-Golgi transport screen; post-Golgi transport phenotypic cell assay; inhibition, % at 10 µM; 98,000 compounds, 0.9% hits; in the data active = inhibition above about 30%;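 note: yeast cells grown in 1536-well plates; yeast grown about 18 h at 30C before absorbance read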
CYP2C19 act = cytochrome P450 2C19 (human) activation; recombinant CYP2C19, luciferin-H EGE luminescence; stronger effect = higher value; 0 = fully inhibited enzyme, 1 = untreated enzyme; AID 1025; P33261; activation factor at 5 µM; 96,000 tested, under 10 active;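 active = activation factor of at least 2 at 5 µM in the primary screen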;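 note: 0 = wells with 2.5 mM tranylcypromine and 1 = vehicle-only wells; values of inactives mirror those of a sister screen read the other way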
CYP2C9 activ = increases human cytochrome P450 2C9 activity. P11712. recombinant CYP2C9, luciferin-H conversion, luminescence; stronger effect = higher value; factor 1 = untreated enzyme, 0 = blocked. activation factor at 5 µM. 96,000 compounds, 1.4% hits;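 active = activation factor of 2 or more for CYP2C9 at a 5 µM dose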;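 note: 0 = sulfaphenazole-blocked wells and 1 = vehicle-only wells; values of inactives mirror those of a sister screen read the other way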
* = called active by the depositor; . = no result given.

molecule	PTK2B oligo ant	CYP2C19 inhib	PLAP activator	EphB4 antag	CYP2C9 inhib	Ecoli WT expand	PostGolgi yeast	CYP2C19 act	CYP2C9 activ
CCCc1nc(N)c(C#N)c(N)c1C#N	1.1	-3	1.1	-10	-1	1	0	1	1
Cc1ccc(C)c(OCC(=O)Nc2nonc2NC(=O)COc2cc(C)ccc2C)c1	-0.13	15	1.7	0	77*	-11	-1	0.8	0.2
Nn1c(SCC(=O)N2CCc3ccccc3C2)nnc1-c1cccs1	1.3	32	0.9	2	9	10	-3	0.7	0.9
CCC(=O)Nc1nc(C)c(C(=O)N2CCCCC2)s1	0.01	12	0.9	4	4	4	18	0.9	1
CC(C)CNC(=O)CC(c1ccccc1)c1c(O)ccc2ccccc12 (stereo not drawn)	-2.3	59*	1.1	3	71*	-7	12	0.4	0.3
CC(C)=CCC(C)(C)CNC(=O)NC1CCCCC1	0	.	.	-8	.	1	-5	.	.
COc1cccc(-n2c(SCC(N)=O)nnc2-c2c[nH]c3ccccc23)c1	.	89*	1.2	-7	31	-6	1	0.1	0.7
O=c1/c(=C\c2ccc3c(c2)OCO3)sc2n1CCCN=2	-0.49	19	0.9	-4	17	1	13	0.8	0.8
O=C(NC(Nc1cc(C(F)(F)F)ccc1Cl)C(=O)c1ccccc1)c1ccccc1 (stereo not drawn)	-0.11	7	1.1	3	-5	-5	-4	0.9	1
Cc1nc2ccccc2c2c1C(=O)N(Cc1cccnc1)C2=O	-0.3	97*	0.8	-2	46	1	4	0	0.5
CC(=O)N1CCN(C(=S)c2ccc(-c3ccc(Cl)cc3)o2)CC1	0.23	20	1	-3	15	-3	1	0.8	0.8
CC1(C)CC(N2CCC(=O)N(C3CC(C)(C)NC(C)(C)C3)C2)CC(C)(C)N1	0.41	-11	1.1	.	0	0	2	1.1	1
FC(F)(F)c1nc(N2CCN(c3ccccc3)CC2)nc2c1CCCCC2	0.34	50	1	.	-30	-17	-4	0.5	1.3
COc1ccc(CNC(=O)c2csc(Cc3ccc(OC)cc3)n2)cc1	-1.9	49	1.1	6	67*	-17	0	0.5	0.3
Cc1cc(C)n2nc(SCc3nc4ccccc4[nH]3)nc2n1	.	71*	1.9	1	20	-1	-1	0.3	0.8
COC(=O)c1[nH]c2cc(OC)ccc2c1NC(=O)CCN1CCSCC1	0.21	17	1.1	-4	45	11	-19	0.8	0.6
O=C(c1ccc(C(=O)N2CCOCC2)nc1)N1CCOCC1	1.4	-19	0.9	3	-25	0	6	1.2	1.3
O=C(CCCCCn1c(=O)[nH]c2ccsc2c1=O)N1CCN(C2CCCCC2)CC1	.	56*	1.6	.	72*	-1	-3	0.4	0.3
Oc1ccccc1Oc1ncc(Br)c(N2CCOCC2)n1	0.41	47	1	-2	29	4	-4	0.5	0.7
CS(=O)(=O)Nc1ccc(C(=O)NCCSC2CCCCC2)cc1	1.6	-4	1	2	7	-9	1	1	0.9

molecule	PTK2B oligo ant	CYP2C19 inhib	PLAP activator	EphB4 antag	CYP2C9 inhib	Ecoli WT expand	PostGolgi yeast	CYP2C19 act	CYP2C9 activ
COc1cc(C(=O)Nc2cccc(-c3nncn3C)c2)cc(OC)c1OC	-0.34	-13	1	1	-8	3	4	1.1	1.1
CCC(=O)N1c2ccc(S(=O)(=O)CCC(=O)N3CCn4c3nc3ccccc34)cc2CC1C (stereo not drawn)	1.4	26	1.1	8	47	-2	0	0.7	0.5
COc1nc(NCCc2ccc(OC)c(OC)c2)nc(NC(C)(C)CO)n1	-0.32	.	.	2	.	-8	5	.	.
CCOC(=O)c1cc(-c2nnc(SCC(=O)Nc3ccc(F)cc3)o2)c(C)nc1C	1.4	20	0.9	.	51*	-7	-2	0.8	0.5
CN(C(=O)CSc1nnc2ccccn12)C1CCS(=O)(=O)C1 (stereo not drawn)	0.09	1	0.9	7	-34	1	-5	1	1.3
Cc1onc(-c2ccccc2Cl)c1C(=O)Nc1cccc(-c2cn3cccnc3n2)c1	-0.61	62*	1.2	4	85*	6	-2	0.4	0.2
COC(=O)c1ccccc1NC(=O)CSc1nc(O)cc(=O)n1C1CCCC1	-0.47	28	1.2	-9	74*	8	-5	0.7	0.3
Cc1cc(C)nc(SCc2nnc(SCC(=O)N3CCCc4ccccc43)o2)n1	0.51	80*	1.6	4	6	6	-7	0.2	0.9
COCc1cc(C)nc(OCC(=O)N/N=C/c2ccc(-c3cc([N+](=O)[O-])ccc3C)o2)c1C#N	-2.5	11	1.5	-1	2	2	-2	0.9	1
O/N=C1/CCc2nonc2/C1=N/O	0.41	-11	1.2	10	-5	52*	-8	1.1	1.1
Cc1ccc(NC(=O)c2ccc(OC(=O)c3ccco3)cc2)cc1	-1.2	10	0.8	-10	-10	-10	-12	0.9	1.1
CCOC(=O)CSc1nc2ccccc2c(=O)[nH]1	.	-10	1.2	-4	2	1	1	1.1	1
CSCCC(NC(=O)c1ccccc1)c1nc(-c2ccccc2)no1 (stereo not drawn)	.	-3	0.9	7	12	2	12	1	0.9
CCCN(CCC)C(=S)NC(=O)c1ccc(-c2ccccc2)cc1	-0.21	-9	1.6	2	9	8	-2	1.1	0.9
CCN(CC)S(=O)(=O)c1cccc(-c2nnc(SCC(=O)NC3CCCCCC3)n2N)c1	-0.48	57*	1.6	5	60*	2	-5	0.4	0.4
O=C(Nc1cccc(Cl)c1)N1CCN2C(=O)c3ccccc3C12c1ccccc1 (stereo not drawn)	-3.2*	49	1.2	0	57*	-5	18	0.5	0.4
Cc1cc(Nc2ccc(N3CCC(C)CC3)cc2)n2ncnc2n1	1.2	-1	2*	2	4	1	-7	1	1
CCCOc1ccc2[nH]cc(C(=O)O)c(=O)c2c1	-0.22	14	1	3	-1	-7	3	0.9	1
COC(=O)CP(=O)(c1ccccc1)c1ccccc1	1.1	-25	0.9	-1	-21	4	0	1.2	1.2
CN1CCN(S(=O)(=O)c2cccc(S(=O)(=O)c3ccc(Cl)cc3)c2)CC1	0.46	-9	1.5	6	-114	5	-5	1.1	2.1*

Filtered by structure: the compounds so far with a thiophene ring, fused or not
molecule	PTK2B oligo ant	CYP2C19 inhib	PLAP activator	EphB4 antag	CYP2C9 inhib	Ecoli WT expand	PostGolgi yeast	CYP2C19 act	CYP2C9 activ
Nn1c(SCC(=O)N2CCc3ccccc3C2)nnc1-c1cccs1	1.3	32	0.9	2	9	10	-3	0.7	0.9
O=C(CCCCCn1c(=O)[nH]c2ccsc2c1=O)N1CCN(C2CCCCC2)CC1	.	56*	1.6	.	72*	-1	-3	0.4	0.3

Continued:
molecule	PTK2B oligo ant	CYP2C19 inhib	PLAP activator	EphB4 antag	CYP2C9 inhib	Ecoli WT expand	PostGolgi yeast	CYP2C19 act	CYP2C9 activ
Cc1ccc(C)n1NC(=O)c1ccccc1O	-0.12	19	1.2	7	45	6	19	0.8	0.6
O=C(COc1ccccc1)N(CCc1ccccc1)c1nc(-c2ccc(F)cc2)cs1	-0.48	3	1	9	81*	-14	2	1	0.2
O=C(CSc1nnc(C2CC2)n1-c1ccccc1)NCCc1ccc(F)cc1	-1.4	20	1	12	23	10	-1	0.8	0.8
COc1cc2[nH]c3c(N4CCN(c5ccccn5)CC4)ncnc3c2cc1OC	-2.6	44	1.7	-6	32	-1	-7	0.6	0.7
COc1cc(NC(=O)c2cc(CC(C)C)on2)c(OC)cc1Cl	.	-5	0.9	.	-5	-2	2	1	1.1
O=C(NCc1ccc(Cl)cc1Cl)c1ccccn1	1.2	99*	1.3	-8	-23	10	0	0	1.2
COc1cccc(OCCNc2cc(N3CCCCC3)ccc2[N+](=O)[O-])c1	-0.97	26	1	-3	70*	-7	-6	0.7	0.3
O=C1c2ccccc2S(=O)(=O)N1CCOc1ccccc1	-0.2	98*	0.7	-4	50	11	10	0	0.5
C=CCN(C(C)=O)C1CC(=O)N(c2ccc(OCCC)cc2)C1=O (stereo not drawn)	0.31	-4	1.1	-10	3	-9	-8	1	1
COC(=O)Cc1ccc(NC(=O)c2ccc(Br)o2)cc1	-0.43	40	0.9	1	36	7	-4	0.6	0.6
CC1Cc2ccccc2N1C(=O)CN(C)S(=O)(=O)c1cccc2cccnc12 (stereo not drawn)	.	27	1	-1	-88	-1	3	0.7	1.9
O=C(NCCOC(=O)c1ccc(Cl)c(S(=O)(=O)N2CCCCC2)c1)c1ccncc1	-0.15	89*	1.5	11	91*	1	-1	0.1	0.1
O=C(Nc1cccc(C(F)(F)F)c1)c1cccnc1N1CCN(c2ccccc2)CC1	-0.43	58*	1.6	2	49	-7	-4	0.4	0.5
Cn1c(=O)c(C(=O)CN2CCCc3ccccc32)c(N)n(Cc2ccccc2)c1=O	0.92	87*	1.8	.	93*	-19	-1	0.1	0.1
CC1CCN(S(=O)(=O)c2ccc3ncn(CC(=O)N(C)Cc4ccccc4)c(=O)c3c2)CC1	0.16	18	1.4	-12	49	-13	0	0.8	0.5
COCCn1nnnc1C(c1cccc(C(F)(F)F)c1)N1CCN(Cc2ccccc2)CC1 (stereo not drawn)	-0.31	46	1.7	6	0	12	1	0.5	1
CCN(CC)C(=O)COC(=O)c1ccc(O)cc1	-0.44	-10	0.8	-1	-5	3	-2	1.1	1
Oc1ccccc1CNc1ccc(Br)cn1	-2.1	41	0.7	3	14	7	-13	0.6	0.9
CCOC(=O)c1cc2c(ccn2C)n1CC(=O)N1CCCC(C)C1 (stereo not drawn)	0.83	18	1.1	3	11	3	-3	0.8	0.9
O=C(CCC1CCCC1)N1CCC(N2CCN(c3ccccc3)CC2)CC1	1.9	-10	1.8	-4	-12	2	-1	1.1	1.1

molecule	PTK2B oligo ant	CYP2C19 inhib	PLAP activator	EphB4 antag	CYP2C9 inhib	Ecoli WT expand	PostGolgi yeast	CYP2C19 act	CYP2C9 activ
Cc1nc(Cl)c(C#N)cc1-c1ccccc1	-0.22	86*	0.9	6	20	11	6	0.1	0.8
Cc1csc2nc(CSc3nc4ccccc4o3)c(Br)n12	-0.28	16	0.9	1	7	-1	-1	0.8	0.9
CN(C)c1nc(OCCNC(=O)Nc2ccccc2)nc(N2CCOCC2)n1	0.56	53*	1.7	0	80*	6	3	0.5	0.2
Cc1ccc(S(=O)(=O)NCC(=O)N2CCCCC2)cc1	.	22	0.9	0	9	7	4	0.8	0.9
CCc1nc(-c2ccc(C)nc2OC)no1	0.59	-11	0.8	-4	-7	4	4	1.1	1.1
Cc1noc(C)c1COC(=O)CCc1ccc(S(=O)(=O)N2CCCCC2)cc1	-0.09	41	1.4	-4	32	1	21	0.6	0.7
Cc1cc(=O)[nH]c(SCC(=O)Nc2nc3c(s2)CCCC3)n1	-0.06	4	1	-7	27	2	1	1	0.7
Cc1noc(C)c1COc1ccc(C(=O)OCc2nnc(-c3ccc(Cl)cc3)o2)cc1	3.3	79*	1.3	-5	95*	-25	21	0.2	0
Cc1cc(C(=O)NCCCN2CCN(c3cc(Cl)ccc3C)CC2)n(-c2ccccc2)n1	.	10	1.6	1	2	-1	-6	0.9	1
COc1ccnc(Nc2ccc(C)c(C)c2)c1C#N	0.68	-14	0.9	2	0	-1	-1	1.1	1
CCNc1nc(NC(C)CC)nc(Oc2ccc(=O)[nH]n2)n1 (stereo not drawn)	-1.4	50*	0.9	-3	4	5	7	0.5	1
COc1ccc(N(CC(=O)NCc2cccc(OC)c2)S(=O)(=O)c2c(C)noc2C)cc1	1.4	92*	1	1	64*	-2	6	0.1	0.4
Cc1ccccc1-c1cc(-c2ccccc2O)n[nH]1	-0.44	93*	1.3	1	96*	26	0	0.1	0
CCOC(=O)c1ccc(Oc2c(C)oc3c(CN4CCN(C)CC4)c(O)ccc3c2=O)cc1	-0.14	8	1.4	3	13	7	0	0.9	0.9
NC(=O)c1c(NC(NC(=O)c2ccco2)(C(F)(F)F)C(F)(F)F)sc2c1CCCC2	-0.31	20	1.2	4	21	-7	-5	0.8	0.8
